Bioassay records: PubChem, National Center for Advancing Translational Sciences (NCATS)
HT1080 IDH1KD tx: toxicity to HT-1080 IDH1 knockdown cells (counter line) | HT-1080 IDH1 knockdown viability, ATP luminescence, 48 h | Potency, µM (titrated, usually from 46.1 µM), for the others: at the top dose activity, negative = toxicity, most hits filed as cytotoxic | actives 2% (n = 360,000);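 note: potency is the fitted concentration of half-maximal effect; 0% = DMSO wells and -100% = cell-free medium wells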
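IDH1KD HT-1080 cells, 750/well, RPMI + 5% FBS; compound pinned after 2 h settling; 48 h, 37 °C; CellTiter-Glo luminescence; % activity normalised to DMSO and no-cell wells; curves fitted, classed by r2 and efficacy.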
ATXN2 expr inh: ATXN2 expression inhibition. Potency, µM (top dose mostly 57 µM), without a hit: at the top dose activity change, negative = inhibition, usual class: inhibitors. actives 0.72% (n = 360,000). AID 1745845. HEK-293 ATXN2-luciferase reporter, luminescence, 24 h; note: potency is the fitted concentration of half-maximal effect; % is set by controls: 0 for no effect and ±100 for the full control effect; nearly all actives have a fitted effect of over 55% in size
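ATXN2-luciferase reporter cells (luciferase flanked by upstream and downstream ATXN2 gene portions) were treated 24 h at 37 °C with compounds at up to 57 uM. SteadyGlo luminescence gave expression; GF-AFC fluorescence gave viability.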
KB-3-1 tox: KB-3-1 parental cell cytotoxicity | Potency, µM (top dose mostly 46.1 µM), for the others: top-dose activity change, negative = cytotoxic, usual class: cytotoxic | KB-3-1 viability, CellTiter-Glo ATP luminescence, 72 h | actives 1.4% (n = 400,000); note: potency is the fitted concentration of half-maximal effect; % is set by controls: 0 for no effect and ±100 for the full control effect; nearly all actives have a fitted effect of over 60% in size
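Parental KB-3-1 adenocarcinoma cells in phenol-red-free DMEM with 10% FBS were pin-treated with compounds at several concentrations, incubated 72 h at 37 °C, and viability read by CellTiter-Glo luminescence; concentration-effect curves were fitted after normalization.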
HT1080NT lethal: kills 2HG-producing HT-1080-NT fibrosarcoma cells; HT-1080-NT fibrosarcoma viability, CellTiter-Glo ATP luminescence, 48 h; actives 1.6% (n = 360,000); Potency, µM (series often up to 46.1 µM), for inactives: at the highest dose activity, negative = less viability, hits mostly cytotoxic;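 note: NT is the 2HG producing partner of a matched IDH1 knockdown line; potency is the fitted concentration of half-maximal effect; 0% = DMSO-treated cells and -100% = media-only wells without cells; nearly all actives have a fitted effect of over 55% in size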
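750 cells/well, RPMI + 5% FBS; 2 h settle, compound pin-transfer, 48 h at 37 degrees C. CellTiter-Glo 10 min RT, luminescence. Normalized to DMSO and media-only wells.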
HepG2 tox: kills HepG2 cells in TGF-b inhibitor counter-screen; Potency, µM (titrated, usually from 46.1 µM), for inactives: top-dose activity change, negative = cytotoxicity, most hits filed as cytotoxic; HepG2 CAGA-GFP viability, ATP luminescence, 18 h; actives 0.76% (n = 410,000); AID 588856; note: potency is the fitted concentration of half-maximal effect; some results filed as inactive show a strong effect at the top dose
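HepG2 CAGA-GFP cells (1000/well, DMEM with 1% FBS) received compound, then TGF-beta at 500 pg/mL final, and were incubated 18 hours at 37 degrees C. Viability was read by CellTiter-Glo luminescence. Media-only wells were set as complete cell-killing and DMSO as no toxicity.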
S2 tox: reduces viability in counter-screen for ATXN expression inhibitors. S2 cells (HEK-293 line with an ATXN2-luciferase reporter) viability, CellTiter-Fluor protease fluorescence, 24 h. actives 0.49% (n = 400,000). Potency, µM (titrated, usually from 56.7 µM), most hits filed as cytotoxic; note: potency is the fitted concentration of half-maximal effect; nearly all actives have a fitted effect of over 40% in size
MCF10A rerep: induces DNA re-replication in MCF 10a normal breast cells; MCF 10A DNA re-replication, Hoechst nuclear intensity, 48 h; Potency, µM (highest dose often 46.1 µM), inactives show at the highest dose activity, positive = re-replication, usual class: activators; actives 2.9% (n = 350,000); AID 624296; note: potency is the fitted concentration of half-maximal effect; % of control where 0% means no effect; nearly all actives have a fitted effect of over 50% in size
SW480 rereplic: induces DNA re-replication in SW480 colon adenocarcinoma cells; SW480 DNA re-replication, Hoechst DNA content imaging, 48 h; Potency, µM (doses to about 46.1 µM), for the others: at the top dose re-replication activation, usual class: activators; actives 1.8% (n = 340,000); note: potency is the fitted concentration of half-maximal effect; % of control where 0% means no effect; nearly all actives have a fitted effect of over 55% in size
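Image-based DNA-content assay: after two days of treatment, nuclei were labelled with the DNA dye Hoechst and imaged, and hits were compounds raising the count of nuclei showing high fluorescence intensity.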
IL1B secr inh: blocks inflammasome-driven IL-1 beta release; THP-1 LPS/ATP IL-1B secretion, AlphaLISA, 16 h; stronger effect = lower value; activity change, % at 57.5 µM; actives 4.7% (n = 360,000); in the data active = activity change below about -50%; inconclusive = mostly about -30% to -49%; note: % is set by controls: 0 for no effect and ±100 for the full control effect
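THP-1 cells pretreated 1 hr with compounds (up to 57.5 uM final), then stimulated with LPS (250 ng/mL final) plus ATP (1.25 mM final); secreted IL-1B measured by AlphaLISA after 16 hr, decreased signal indicating inhibition.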
* = called active by the depositor; i = inactive; ? = inconclusive; / = no result given; [ ] = another dose, or the depositor's remark. Unless noted, calls come from the whole dose curve; as a rule, active = well fitted curve in the direction sought with a large enough effect; inconclusive = small, poorly fitted or top-dose-only effect, or another doubt; inactive = no such curve, though single readings can be large; an effect the other way counts as inactive or inconclusive.

Below each compound: HT1080 IDH1KD tx	ATXN2 expr inh	KB-3-1 tox	HT1080NT lethal	HepG2 tox	S2 tox	MCF10A rerep	SW480 rereplic	IL1B secr inh
CC(C)C[C@H]1CN([C@@H](CC(C)C)CN2CCCC2CN2C(=S)NC[C@@H]2Cc2ccccc2)C(=S)N1CC1CCCCC1 (stereo partly specified)
    16µM*	0%	-27%	-29%	/	i	/	/	-7
O=C(Cn1cc(C(F)(F)F)ccc1=O)N/N=C/c1ccc(F)cc1
    -4%	-11%	20%	-13%	-41%	i	3%	10%	-6
O=[N+]([O-])c1cc(S(=O)(=O)N2CCCCC2)ccc1NCc1cccc(Cl)c1
    ?	-7%	-1%	-1%	-8%	i	2%	8%	-18
CCN(C[C@H]1N[C@@](CC)(C(=O)OC)[C@H]2C(=O)N(C)C(=O)[C@@H]12)C(=O)Nc1ccc(Cl)cc1
    -1%	6%	-6%	-1%	-54%	i	-6%	3%	20
Cc1nc(NC(=O)CCc2ccccc2)sc1C
    0%	50%[activator]	-4%	-19%	-18%	i	?	?	-20
O=C(COC(=O)Cc1ccc(Cl)cc1)NCc1ccco1
    20%	-1%	1%	5%	24%	?	-1%	-4%	10
CC(=O)N1CCc2c(sc3c2c(=O)n(-c2ccccc2C)c(=O)n3CC(=O)Nc2ccccc2)C1
    /	9%	8%	/	-19%	i	/	/	/
N#CCC(=O)N/N=C/c1cc(Br)ccc1OCc1cccc2ccccc12
    -2%	-1%	-13%	-3%	-1%	i	14%	8%	-15
O=c1oc2ccccc2c(Nc2ccc(F)cc2)c1[N+](=O)[O-]
    -7%	/	0%	-5%	-11%	?	3%	-11%	-12
O=C1N(c2ccccc2)c2ccccc2[C@]12C[C@H](O)CO2
    11%	/	1%	12%	/	/	/	/	-4
COc1c2c(nc3ccccc13)OC(C(C)(O)CO)C2 (stereo unspecified)
    5%	5%	18%	5%	5%	i	-1%	0%	-8
COc1ccc(OC)c(S(=O)(=O)N2CCCC(C(=O)N3CCOCC3)C2)c1 (stereo unspecified)
    4%	3%	-5%	-16%	7%	i	-1%	-62%[inhibitor]	11
CC(C)OP(C)(=O)CN1CCN(CP(C)(=O)OC(C)C)CC1 (stereo unspecified)
    4%[9.24 µM]	4%	0%	6%	1%	i	?	?	2
Clc1cccc2c1Sc1ccccc1CC2N1CCNCC1 (stereo unspecified)
    18µM*	?	?	23µM*	-110%	?	?	6%	/
COc1ccc(OC)c(/C=N/N2CCN(c3ccc(Cl)cc3)CC2)c1
    -7%	/	1%	-3%	-2%	i	0%	-17%	-13
O=C(Oc1cccc2ccccc12)c1ccco1
    -9%	-11%	0%	-27%	-9%	i	2%	-11%	8
N=c1ccccn1CC(O)COc1ccccc1 (stereo unspecified)
    -4%	-9%	9%	0%	10%	i	-10%	1%	6
CN(CCO)c1ccc(C=NNc2ccc([N+](=O)[O-])cc2S(=O)(=O)Nc2ccccc2C(=O)O)cc1
    -14%	-6%	?	-3%	-7%	i	?	?	-9
CC(=O)c1sc(NC(=O)c2ccccc2)nc1-c1ccccc1
    -1%	15%	0%	-3%	-21%	i	0.65µM*	-56%[inhibitor]	0
O=C(Cc1c(Cl)cccc1Cl)N/N=C/c1cccnc1
    0%	0%	12%	15%	-9%	i	6%	-2%	20
CC(C)[C@H](NC(=O)OCc1ccccc1)C(=O)OCC(=O)c1ccccc1
    22%	19%	0%	12%	1%	i	2%	-6%	-5
CC(=O)Nc1ccc(NC(C)=C(C#N)C#N)cc1
    23%	0%	8%	6%	0%	i	-1%	-4%	14
Cc1cc(C(=O)NC2CCCc3c2cnn3-c2cccc(C)c2C)c(C)o1 (stereo unspecified)
    ?	7%	?	-22%	-15%	i	?	20%	-7
Cc1ccn2c(Nc3ccc4c(c3)OCO4)c(-c3ccc(Cl)cc3)nc2c1
    /	10%	-13%	/	-2%	i	/	/	/
CCOC(=O)c1c(CN(C)C)oc2cc(CN(C)C)c(O)c(CSc3ccccc3)c12
    -14%	-13%	-3%	-17%	-22%	i	-3%	3%	-50*
Cc1cccc(NC(=O)c2sc3nc4c(c(-c5ccco5)c3c2N)CCC4)c1
    ?	13%	2%	0%	-32%	/	13µM*	23%	?
COc1ccc(S(=O)(=O)NCc2ccccn2)cc1NC(=O)c1ccccc1
    13µM*	-14%	13µM*	8.2µM*	-3%	?	21µM*	9.2µM*	33
CCOc1cc(C(=O)NCc2ccccc2)ccc1OCC(=O)N1CCOCC1
    4%	-21%	?	-7%	-23%	i	4%	-270%[1.84 µM]	0
CCC(=O)N1CCCc2cc(S(=O)(=O)N3CCN(c4ccccn4)CC3)ccc21
    -16%	-14%	-14%	-8%	-5%	i	0%	11%	-16
COc1ccc(Cl)c(OC)c1C(=O)NC(=O)Nc1c(F)cc(F)cc1F
    12%	-14%	1%	-4%	7%	i	-15%	?	/

Gathered by group, the entries above containing a nitro group on carbon (three)
Below each compound: HT1080 IDH1KD tx	ATXN2 expr inh	KB-3-1 tox	HT1080NT lethal	HepG2 tox	S2 tox	MCF10A rerep	SW480 rereplic	IL1B secr inh
O=[N+]([O-])c1cc(S(=O)(=O)N2CCCCC2)ccc1NCc1cccc(Cl)c1
    ?	-7%	-1%	-1%	-8%	i	2%	8%	-18
O=c1oc2ccccc2c(Nc2ccc(F)cc2)c1[N+](=O)[O-]
    -7%	/	0%	-5%	-11%	?	3%	-11%	-12
CN(CCO)c1ccc(C=NNc2ccc([N+](=O)[O-])cc2S(=O)(=O)Nc2ccccc2C(=O)O)cc1
    -14%	-6%	?	-3%	-7%	i	?	?	-9

(further entries)
Letter code – A = HT1080 IDH1KD tx; B = ATXN2 expr inh; C = KB-3-1 tox; D = HT1080NT lethal; E = HepG2 tox; F = S2 tox; G = MCF10A rerep; H = SW480 rereplic; I = IL1B secr inh
CCOc1ccc(N2C(=O)c3ccc(C(=O)OCC(=O)N(CC)C4CCS(=O)(=O)C4)cc3C2=O)cc1 (stereo unspecified)
  A: 10% | B: 3% | C: 16% | D: 0% | E: -1% | F: i | G: -16% | H: -26% | I: 27

CC(C)N(Cc1ccccc1)C(=O)CSc1nccn1C
  A: 0% | B: / | C: 4% | D: 2% | E: -26% | F: i | G: -2% | H: -6% | I: 5

O=C(NCCc1ccccc1)c1cnc2ccccc2n1
  A: 24% | B: 12% | C: 13% | D: 13% | E: -8% | F: i | G: -8% | H: -9% | I: 7

CC(NC(=O)COC(=O)C1CCC1)c1ccccc1 (stereo unspecified)
  A: -4% | B: -4% | C: -4% | D: 0% | E: -2% | F: i | G: -28% | H: ? | I: 7

C=CCC1(CC=C)CCCN1C(=O)c1cc(COc2ccc(-n3cncn3)cc2)on1
  A: ? | B: -17% | C: ? | D: ? | E: -1% | F: i | G: 5% | H: 2% | I: -60*

COC(=O)c1cccc(CN2C(=O)SC(Nc3ccccc3)C2=O)c1 (stereo unspecified)
  A: 5% | B: -16% | C: -3% | D: 1% | E: -33% | F: i | G: -15% | H: -52%[inhibitor] | I: /

CCOC(=O)CSc1ccc(C(=O)Nc2ccc(OC)cc2)cn1
  A: -2% | B: 12% | C: -3% | D: 10% | E: -21% | F: i | G: -2% | H: 0% | I: 0

O=C(CSc1ccc(-c2ccccc2)nn1)N1CCN(c2ccccc2)CC1
  A: 18% | B: 0% | C: 1% | D: 11% | E: -39% | F: i | G: 0% | H: 3% | I: 13

Cc1cc(C)cc(C(=O)n2nc(C)c(S(=O)(=O)N3CCCCCC3)c2C)c1
  A: / | B: 3% | C: 5% | D: / | E: -8% | F: i | G: / | H: / | I: /

CN(C)c1cc(Nc2cccc(O)c2)c([N+](=O)[O-])c2nonc12
  A: 2% | B: -22% | C: -4% | D: 0% | E: -17% | F: i | G: ? | H: -48%[inhibitor] | I: 30

CC(C)C[C@H](NC(=O)N1CCn2c1nc1ccccc12)C(=O)N[C@@H](Cc1ccccc1)C(=O)O
  A: 2% | B: 3% | C: 0% | D: 2% | E: 2% | F: i | G: ? | H: -2% | I: 1

CCOc1ccc(S(=O)(=O)N(CC)CC(=O)NC2CCS(=O)(=O)C2)cc1 (stereo unspecified)
  A: 8% | B: 2% | C: -3% | D: 5% | E: 1% | F: i | G: -4% | H: -4% | I: -3

FC(F)(F)c1nnc(-c2ccccc2)nc1N1CCOCC1
  A: 0% | B: -10% | C: 21% | D: -3% | E: -16% | F: i | G: 6% | H: 3% | I: 4

COc1ccc(CNC(=O)C2CCN(S(=O)(=O)N3CCCCC3)CC2)cc1
  A: 11% | B: 0% | C: 12% | D: -1% | E: -2% | F: i | G: 11% | H: -1% | I: -1

O=C(OCCOc1cccc(Cl)c1)C1CCN(S(=O)(=O)c2ccccc2)CC1
  A: -4% | B: 8% | C: / | D: 0% | E: 20% | F: i | G: 1% | H: 15% | I: 23

Cc1ccc(CC(=O)Nc2nnc(-c3ccc(F)cc3)o2)c(C)c1
  A: -2% | B: / | C: 1% | D: 2% | E: -3% | F: i | G: 3% | H: 1% | I: -1

Cc1ccc(NC(=O)c2sccc2C)cc1[N+](=O)[O-]
  A: -17% | B: 41%[activator] | C: -15% | D: -1% | E: -4% | F: i | G: 1% | H: 7% | I: ?

Part of the list above, in CSV form.
SMILES,HT1080 IDH1KD tx,ATXN2 expr inh,KB-3-1 tox,HT1080NT lethal,HepG2 tox,S2 tox,MCF10A rerep,SW480 rereplic,IL1B secr inh
Cc1ccc(NC(=O)c2sccc2C)cc1[N+](=O)[O-],-17%,41%[activator],-15%,-1%,-4%,i,1%,7%,?
CCOc1ccc(S(=O)(=O)N(CC)CC(=O)NC2CCS(=O)(=O)C2)cc1 (stereo unspecified),8%,2%,-3%,5%,1%,i,-4%,-4%,-3
